GLP1R cytotox: qHTS of GLP-1 Receptor Inverse Agonists: Cytotox Screen; Potency, µM (titrated, usually from 38.3 µM), for inactives: at the highest dose activity change, negative = inhibition, usual class: inhibitors; HEK293 cAMP-luciferase reporter cells, luminescence, 24 h; 410,000 tested, 0.13% active;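 also: loss of luciferase light is scored as toxicity; % is scaled to controls: 0 for no effect and ±100 for the full control effect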
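Seeding density was 200 cells/uL; after overnight-length (12 h) culture, 23 nL compounds went on for 24 h at 37 °C. Readout used a luciferase detection reagent, luminescence taken after 12 min at room temperature.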
KB-3-1 cytotox: qHTS assay for MDR1-selective chemotherapeutics: Primary screen using the parental adenocarcinoma cell KB-3-1; KB-3-1 viability, CellTiter-Glo ATP luminescence, 72 h; Potency, µM (titrated, usually from 46.1 µM), without a hit: at the top dose activity change, negative = cytotoxic, usual class: cytotoxic; 400,000 tested, 1.4% active; also: % is scaled to controls: 0 for no effect and ±100 for the full control effect; nearly all actives have a fitted effect of over 60% in size
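Cytotoxicity measured as CellTiter-Glo luminescence after 72 h at 37 C. Compound titrations were pinned onto drug-naive KB-3-1 parental adenocarcinoma cells grown in DMEM with 10% FBS, and normalized data fitted to concentration-response curves.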
KB-V1 MDR tox: qHTS assay for MDR1-selective chemotherapeutics: Primary screen using the drug-selected MDR subline cells KB-V1; 400,000 tested, 3.4% active; Potency, µM (titrated, usually from 46.1 µM), inactives show top-dose activity change, negative = cytotoxicity, actives largely listed as cytotoxic; KB-V1 MDR cells viability, CellTiter-Glo, 72 h; also: % is scaled to controls: 0 for no effect and ±100 for the full control effect; nearly all actives have a fitted effect of over 60% in size
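KB-V1 MDR subline cells in DMEM (phenol-red free, 10% FBS) exposed to compounds in qHTS concentration series for 72 h at 37 degrees C. Viability read by CellTiter-Glo luminescence; concentration-effect curves fitted after normalization and correction.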
GLP-1R inv ag: qHTS of GLP-1 Receptor Inverse Agonists (Inhibition Mode); Glucagon-like peptide 1 receptor (Homo sapiens), P43220; HEK293 GLP-1R CRE-luciferase, luminescence, 24 h; GLP-1R form is constitutively active; Potency, µM (top dose mostly 38.3 µM), inactives show at the highest dose activity change, negative = inhibition, actives largely listed as inhibitors; 410,000 tested, 1.6% active; also: % is scaled to controls: 0 for no effect and ±100 for the full control effect; nearly all actives have a fitted effect of over 55% in size
Target sequence (P43220 whole entry, looked up): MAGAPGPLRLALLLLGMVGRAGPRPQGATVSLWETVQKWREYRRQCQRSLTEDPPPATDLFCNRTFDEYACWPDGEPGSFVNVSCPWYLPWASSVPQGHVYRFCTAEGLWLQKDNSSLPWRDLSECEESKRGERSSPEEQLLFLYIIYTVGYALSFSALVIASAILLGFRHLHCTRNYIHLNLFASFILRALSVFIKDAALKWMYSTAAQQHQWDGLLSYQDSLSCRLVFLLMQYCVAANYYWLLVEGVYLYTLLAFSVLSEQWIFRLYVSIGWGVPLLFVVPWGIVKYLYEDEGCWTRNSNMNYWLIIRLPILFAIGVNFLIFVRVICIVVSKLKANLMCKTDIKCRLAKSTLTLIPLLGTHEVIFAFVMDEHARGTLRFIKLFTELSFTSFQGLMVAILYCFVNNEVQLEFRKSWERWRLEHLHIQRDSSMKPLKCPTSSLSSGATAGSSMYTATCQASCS
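Using stably transfected HEK293 (constitutively active GLP-1R, cAMP-luciferase reporter), compounds were incubated 24 hr and luciferase measured by luminescence.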
HT1080 IDH1KD tx: qHTS for induction of synthetic lethality in tumor cells producing 2HG: qHTS for the HT-1080-IDH1KD cell line; Potency, µM (series often up to 46.1 µM), for inactives: top-dose activity, negative = toxicity, most hits filed as cytotoxic; 360,000 tested, 2% active; HT-1080 IDH1 knockdown viability, ATP luminescence, 48 h;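 also: 0% = DMSO wells and -100% = cell-free medium wells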
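Cytotoxicity counter-line: IDH1KD HT-1080, 48 h, CellTiter-Glo. Curves classed by r2, magnitude and activity.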
SW480 rerep: A quantitative high throughput screen for small molecules that induce DNA re-replication in SW480 colon adenocarcinoma cells | Potency, µM (highest dose often 46.1 µM), without a hit: at the top dose re-replication activation, hits mostly activators | SW480 DNA re-replication, Hoechst DNA content imaging, 48 h | AID 624297, 2012 | 340,000 tested, 1.8% active; also: % of control where 0% means no effect; nearly all actives have a fitted effect of over 55% in size
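DNA re-replication was detected as more nuclei of elevated Hoechst intensity after 48 hr exposure to compound (23 nL pinned per well of 250 cells).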
TDP-43 yeast inh: qHTS of TDP-43 Inhibitors; TDP-43 expressing yeast growth rescue, BacTiter-Glo, 24 h; Potency, µM (series often up to 46.1 µM), without a hit: top-dose growth rescue (activation), hits mostly activators; 410,000 tested, 1.8% active; AID 652104, 2013; also: % of control where 0% means no effect; nearly all actives have a fitted effect of over 50% in size
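Luminescence from BacTiter-Glo reports growth of TDP-43-expressing yeast after 24 hr at 30 deg C with compound. Cells were raffinose-pregrown to mid-log, then seeded in galactose medium at OD600=0.02.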
HT1080NT lethal: qHTS for induction of synthetic lethality in tumor cells producing 2HG: qHTS for the HT-1080-NT fibrosarcoma cell line; HT-1080-NT fibrosarcoma viability, CellTiter-Glo ATP luminescence, 48 h; Potency, µM (doses to about 46.1 µM), for the others: at the top dose activity, negative = less viability, usual class: cytotoxic; 360,000 tested, 1.6% active;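 also: NT is the 2HG producing partner of a matched IDH1 knockdown line; 0% = DMSO-treated cells and -100% = media-only wells without cells; nearly all actives have a fitted effect of over 55% in size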
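Viability by CellTiter-Glo luminescence after 48 h compound exposure at 37C of HT-1080-NT cells (750/well, RPMI, 5% FBS). % activity scaled between DMSO wells and medium-only wells, then curve-fitted and categorized by curve class.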
GLP-1R agonist: qHTS of GLP-1 Receptor Agonists | Glucagon-like peptide 1 receptor (Homo sapiens), P43220 | HEK293 GLP-1R CRE-luciferase, luminescence, 4-6 h; cells express a hypersensitive GLP-1R form | Potency, µM (highest dose often 45.6 µM), for inactives: at the top dose activation, most hits filed as activators | 380,000 tested, 0.007% active | AID 624172, 2012; also: % of control where 0% means no effect
Numbers without * were called inactive; u = inconclusive; x = no result given; & = joins results of further samples; [ ] = another dose, or the depositor's remark. Calls follow the shape of the dose curve; as a rule, active = well fitted curve in the direction sought with a large enough effect; inconclusive = small, poorly fitted or top-dose-only effect, or another doubt; inactive = no such curve, though single readings can be large; an effect the other way counts as inactive or inconclusive. Potency is read from the fitted curve at half-maximal effect. Not all compounds are listed (hit frequency here may not be typical).

SMILES	GLP1R cytotox	KB-3-1 cytotox	KB-V1 MDR tox	GLP-1R inv ag	HT1080 IDH1KD tx	SW480 rerep	TDP-43 yeast inh	HT1080NT lethal	GLP-1R agonist
COC(=O)[C@@H]1C[C@]2(C(=O)O)c3ccccc3N(OOSc3ccccc3)[C@@H]2N1C(=O)OC	4.5%	16.2%	11.9%	19.0%	28.1%	2.0%	2.7%	17.4%	-2.7%
CN1c2ccccc2Oc2ccccc21	-0.8%	7.4%	16.3%	3.5%	11.3%	-8.2%	12.9%	-2.9%	0.2%
Cc1ccc2cc3cc(C(=O)N4CCC5(CC4)OCCO5)oc3nc2c1	-0.1%	-0.4%	-14.1%	-1.5%	0.8%	-5.5%	1.3%	17.2%	-3.5%
FC(F)(F)c1ccc(CNCCc2c[nH]c3ccccc23)cc1	4.4%	2.4%	u	u	-0.5%	-0.3%	10.1%	16.5%	-1.9%
CN(C)S(=O)(=O)c1cc(NC(=O)COC(=O)Cc2ccccc2)ccc1Cl	15.9%	-4.0%	21.2%	9.8%	1.8%	3.8%	-7.6%	-0.3%	2.6%
CCN(CC)CCN=Cc1c(O)n(C2CCCCCC2)c(=O)[nH]c1=O	-11.5%	3.2%	20.0%	4.1%	-8.0%	-0.9%	-4.6%	-6.2%	-8.7%
COC(=O)C1=C(N)Oc2cc(C)oc(=O)c2C12C(=O)Nc1ccccc12 (stereo unspecified)	1.9%	-0.6%	3.2%	-1.3%	4.4%	-34.6%[inhibitor]	-8.2%	2.5%	7.7%
OCC(Br)CBr (stereo unspecified)	-2.5%	0.0%	3.9%	-5.6%	1.8%	-22.8%	24.8%	18.2%	3.4%
CN(C)c1ccc(NC(=O)CN2C(=O)CN=C(c3ccccc3)c3cc(Cl)ccc32)cc1	-21.2%	u	-13.8%	u	-13.4%	22.5%	16.1%	-0.5%	-0.1%
COc1ccc(-n2c(CN3CCOCC3)nc3ccccc3c2=O)c(OC)c1	-9.3%	1.0%	5.9%	-0.7%	7.2%	-2.6%	8.6%	1.8%	9.5%
O=C(Nc1ccccc1)NN(C(=O)CCl)c1ccccc1	u	23.1µM*	u	u	4.61µM*	5.8µM*	1.9%	7.31µM*	-3.0%
CNS(=O)(=O)c1ccc(-c2ccc(C=C3C(=O)NC(=O)NC3=O)o2)cc1	-16.0%	16.4%	-7.6%	10.4%	8.5%	-3.7%	0.0%	28.8%	3.6%
C=CCN(CC=C)C(=O)CCN1CC1C (stereo unspecified)	-13.0%	-0.5%	3.4%	3.4%	0.6%	-4.4%	-17.0%	6.3%	10.1%
CC(=O)OC1N=C(c2ccc(Cl)cc2)c2cc(Br)ccc2NC1=O (stereo unspecified)	-2.9%	-0.8%	2.6%	-15.9%	-0.2%	-18.6%	10.3%	-15.1%	5.4%
CCCc1[nH]nc2c1C1(C(=O)N(Cc3ccccc3)c3ccccc31)C(C(=O)OC)=C(N)O2 (stereo unspecified)	-30.8%	-9.9%	0.4%	u	1.8%	0.4%	18.6%	1.2%	-5.6%
C/C(=N\NC(=O)c1ccccc1O)c1c(O)n(Cc2ccccc2)c(=O)[nH]c1=O	-44.1%	2.6%	-26.5%	2.3%	-13.8%	-2.8%	9.6%	-0.1%	-5.1%
Cc1ccsc1CNCCc1ccc(F)cc1	17.4%	-1.3%	1.0%	-14.5%	-9.2%	22.9%	-15.5%	2.8%	-3.3%
O=C1N(c2nncs2)CCN1[N+](=O)[O-]	17.0%	-1.8%	5.0%	-4.6%	14.2%	-5.8%	-5.1%	17.9%	4.7%
CC/C(=N\Nc1ccccc1)c1c(O)n(C)c(=O)n(C)c1=O	-13.2%	u	6.5%	u	u	-2.6%	-20.9%	u	-1.7%
CN(C)CCN(C(=O)CCS(=O)(=O)c1ccccc1)c1nc2cc3c(cc2s1)OCO3	u	x	x	u	-12.0%	18.2%	-15.7%	-4.6%	2.1%
COc1c(C)cc(C(=O)C2CCCN(Cc3ccccn3)C2)cc1C (stereo unspecified)	u	9.2%	1.7%	2.82µM*	-10.3%	-1.2%	-16.8%[0.397 µM]	-1.4%	20.3%
O=C(Cc1cccc(C(F)(F)F)c1)N1CCN(CC(=O)N2CCCC2)CC1	6.1%	1.3%	-5.5%	-14.3%	-3.3%	-4.0%	9.9%	-3.9%	-4.6%
CC(=NCCN(C)C)c1c(O)n(Cc2ccccc2)c(=O)[nH]c1=O	0.0%	0.2%	0.8%	1.3%	-1.8%	-17.7%	1.2%	1.3%	-6.0%
O=c1c([N+](=O)[O-])cn(O)cc1[N+](=O)[O-]	-23.8%	25.7%	2.9%	13.1%	17.5%	-1.9%	0.0%	5.0%	-16.2%
COc1cc(C(O)CN)ccc1O (stereo unspecified)	-9.1%	0.0%	7.6%	11.9%	5.3%	-5.5%	0.0%	-1.7%	13.0%
(list continues)
SMILES	GLP1R cytotox	KB-3-1 cytotox	KB-V1 MDR tox	GLP-1R inv ag	HT1080 IDH1KD tx	SW480 rerep	TDP-43 yeast inh	HT1080NT lethal	GLP-1R agonist
C=CCn1c(O)c(C(C)=NCCN2CCCCC2)c(=O)[nH]c1=O	u	18.4%	-0.1%	3.5%	7.9%	-8.2%	8.4%	-1.2%	4.2%
Cc1ccc(Cn2nnnc2CN2CCC(n3nnc4cc(C)ccc43)CC2)cc1	-22.4%	-5.3%	u	u	-24.6%	20.1%	20µM*	-12.2%	4.7%
CC(=O)c1ccc2c(c1)C1C(Cl)C(Sc3ccccc3[N+](=O)[O-])CC1C(C(=O)O)N2 (stereo unspecified)	u	9.1%	10.3µM*	-0.3%	4.8%	1.1%	17.3%	5.5%	-8.2%
c1ccc2c(c1)OCC(C1=NCCN1)O2 (stereo unspecified)	-25.1%	u	6.3%	u	u	u	3.4%	-28.1%	-1.8%&-0.8%
CC(C)(C)c1ccc(CN2N=Nc3ccccc3S2(=O)=O)cc1	u	11.6µM*	8.2µM*	u	u	u	17.1%	u	-1.8%
O=C(O)c1ccccc1-c1ccc(C=C2C(=O)N(c3ccccc3)C(=S)N(c3ccccc3)C2=O)o1	u	4.2%	u	u	3.7%	u	1.3%	1.4%	-9.1%
C=CCn1c(O)c(C(C)=Nc2ccc(C(=O)O)cc2)c(=O)[nH]c1=O	-9.6%	7.9%	2.1%	22.1%	11.4%	-40.9%[inhibitor]	-1.9%	-14.2%	-0.5%
O=P1(Oc2ccccc2)CC=C[C@H](COCc2ccccc2)O1 (stereo partly specified)	17.8%	-1.5%	-0.9%	12.4%	-0.7%	-11.9%	1.5%	0.5%	-4.9%
O=C(NCC1CCCO1)c1cccc2c1C(=O)c1ccc(N3CCC(Cc4ccccc4)CC3)cc1S2(=O)=O (stereo unspecified)	63.4%[activator]	u	23.1µM*	u	-18.9%	2.5%	-2.5%	-12.1%	-2.5%
Cc1cc(=O)oc2c(C)c(OCC(=O)N3CCN(Cc4ccc5c(c4)OCO5)CC3)ccc12	-1.7%	6.4%	-1.4%	12.9%	16.5%	3.1%	-20.2%	1.2%	5.4%
COc1cc(CN2CCN(c3cc(C)ccc3C)CC2)ccc1O	1.4%	3.4%	-18.4%	-17.9%	-0.8%	-6.7%	24.7%	-17.4%	5.4%
CCN1C[C@@]2(COC)C3[C@@H](OC)[C@H]4[C@@H]1[C@@]3(C1C[C@H]3[C@H](O)C1[C@]4(O)C[C@H]3OC)[C@@H](OC)C[C@H]2O (stereo partly specified)	3.0%	0.0%	1.4%	-7.1%	11.0%	15.4%	21.8%	16.2%	-1.2%
CCn1nc(C)c(CN2CCCC(C(=O)c3cccc(OC(C)C)c3)C2)c1C (stereo unspecified)	0.1%	-7.3%	1.7%	u	-0.1%	-97.0%[inhibitor]	-5.8%	-14.1%	5.4%
COC(=O)C1=C(c2c(C)noc2C)C[C@@H]2CC[C@H]1N2C(=O)N1CCC(O)(c2ccc(Cl)cc2)CC1	-25.7%	7.9%	6.6%	3.3%	4.2%	-8.5%	u	4.4%	9.9%
COc1ccccc1-n1c(O)c(/C=N/NC(=S)Nc2ccccc2)c(=O)[nH]c1=S	0.6%	0.0%	13.9%	15.0%	-5.3%	u	-7.1%	3.0%	-9.3%
C[N+]1(C)C2CCC1CC(OC(=O)c1ccco1)C2 (stereo unspecified)	-19.9%	-0.2%	-7.5%	-12.0%	0.3%	-2.4%	6.7%	7.0%	6.2%
CN(C[C@H](Cc1ccccc1)N(C[C@H](Cc1ccccc1)N(CCC(C)(C)C)N=O)N=O)N=O	13.7%	-27.5%	3.0%	u	-3.1%	17.2%	0.4%	-3.0%	-0.9%
OC(CN1CCC(c2c[nH]c3ccccc23)CC1)C(F)(F)F (stereo unspecified)	-8.9%	1.7%	-11.9%	u	9.7%	-8.3%	15.8%	-4.4%	1.0%
COc1c2c(cc3c1OCO3)CCN(C)C2	-5.9%	0.0%	4.2%	15.2%	-7.5%	-22.5%	4.2%	u	17.0%

3 compounds drawn at random from the list so far:
SMILES	GLP1R cytotox	KB-3-1 cytotox	KB-V1 MDR tox	GLP-1R inv ag	HT1080 IDH1KD tx	SW480 rerep	TDP-43 yeast inh	HT1080NT lethal	GLP-1R agonist
CN(C)S(=O)(=O)c1cc(NC(=O)COC(=O)Cc2ccccc2)ccc1Cl	15.9%	-4.0%	21.2%	9.8%	1.8%	3.8%	-7.6%	-0.3%	2.6%
COc1ccc(-n2c(CN3CCOCC3)nc3ccccc3c2=O)c(OC)c1	-9.3%	1.0%	5.9%	-0.7%	7.2%	-2.6%	8.6%	1.8%	9.5%
Cc1ccc2cc3cc(C(=O)N4CCC5(CC4)OCCO5)oc3nc2c1	-0.1%	-0.4%	-14.1%	-1.5%	0.8%	-5.5%	1.3%	17.2%	-3.5%

Assay outcomes deposited in PubChem by National Center for Advancing Translational Sciences (NCATS).
